# Diaphorase act: diaphorase activation or chemical reduction counter-screen; Diaphorase/resazurin coupled assay, resorufin fluorescence, 16 min; stronger effect = higher value; 1 = vehicle wells, 0 = NADH-free wells; activation factor at 20 µM; 190,000 compounds, 0.005% hits; AID 1229;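 active = diaphorase activity raised at least twofold by the compound at 20 µM; inactive = activation factor below 2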
#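 test system = bacterial diaphorase enzyme (C. kluyveri) | quantity = enzyme 0.07 U/mL final | reagent = NADH substrate 0.114 mM plus resazurin dye 0.1 mM, final | incubation = 16 min enzyme reaction, ambient temperature | buffer or medium = HEPES pH 7.4 buffer with MgCl2 and Tween 20 | signal = fluorescence of resorufin, 544 nm excitation, 590 nm emission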
# STAT3 blocker: inhibitors of IL-6 induced STAT3 signaling; inhibition, % at 5.5 µM; 190,000 compounds, 0.89% hits; U3A cells, IL-6 STAT3-luciferase reporter, luminescence; host cell line lacks STAT1; AID 862;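 active = inhibition above the mean inhibition across all screened compounds plus 3 SD, cut at about 44% in these data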;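 note: 0% = DMSO only wells and 100% = 100 µM nifuroxazide control wells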
# Diaphorase inh: counter-screen for diaphorase-based assays: diaphorase inhibitors and chemical oxidizers. 190,000 compounds, 0.69% hits. inhibition, % at 20 µM. diaphorase resazurin-to-resorufin fluorescence, NADH, 16 min; bacterial (C. kluyveri) enzyme, not human;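 active = primary screen inhibition at 20 µM above a set limit, cut at about 50% in these data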;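 note: plate controls were DMSO with full reaction for no effect and wells lacking NADH for full effect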
#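 System: Diaphorase enzyme from Clostridium kluyveri | Amount: Enzyme working solution with 0.14 U/mL diaphorase | Benchmarks: No-NADH positive control and DMSO neutral control | Signal: Fluorescence of resorufin formed from resazurin, Ex 544/Em 590 nm | Schedule: 16-min room-temperature incubation before reading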
# G6PDH counter: L. mesenteroides G6PDH inhibition counter-screen. Purified L. mesenteroides G6PDH, diaphorase/resazurin coupled fluorescence, 45 min. inhibition, % at 5 µM. 200,000 compounds, 0.12% hits; in the data active = inhibition above about 50%
# STAT1 blocker: STAT1 signaling inhibition; NIH 3T3 STAT1-luciferase reporter, IFN-gamma, luminescence; inhibition, % at 5.5 µM; 200,000 compounds, 0.35% hits; AID 920;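 active = inhibition above a set limit, the mean inhibition across all tested compounds plus 3 SD, cut at about 34% in these data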;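 note: 0% = IFN-gamma with DMSO and 100% = IFN-gamma with 300 µM nifuroxazide; values of inactives mirror those of a sister screen read the other way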
# STAT1 act: activators of IFN-gamma induced STAT1 signaling; NIH 3T3 STAT1-luciferase reporter, luminescence; 100% = IFN-gamma alone, no compound; activation (% of control), % at 5.5 µM; 200,000 compounds, 2.6% hits;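 active = activation above the screen-wide mean activation plus 3 SD, cut at about 130% in these data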;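 note: raw ratio to IFN-gamma control signal so 100% means no change and 0% no light; values of inactives mirror those of a sister screen read the other way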
# TLR4-MyD88 BLA: inhibitors of human TLR4-MyD88 binding; HeLa CL3-4 TLR4/MyD88 BLA complementation, FRET ratio; inhibition, % at 8.4 µM; 200,000 compounds, 0.18% hits; in the data active = inhibition above about 25%;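 note: 0% = vehicle and 100% = reference inhibitor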
# Target sequence (O00206 whole entry, looked up): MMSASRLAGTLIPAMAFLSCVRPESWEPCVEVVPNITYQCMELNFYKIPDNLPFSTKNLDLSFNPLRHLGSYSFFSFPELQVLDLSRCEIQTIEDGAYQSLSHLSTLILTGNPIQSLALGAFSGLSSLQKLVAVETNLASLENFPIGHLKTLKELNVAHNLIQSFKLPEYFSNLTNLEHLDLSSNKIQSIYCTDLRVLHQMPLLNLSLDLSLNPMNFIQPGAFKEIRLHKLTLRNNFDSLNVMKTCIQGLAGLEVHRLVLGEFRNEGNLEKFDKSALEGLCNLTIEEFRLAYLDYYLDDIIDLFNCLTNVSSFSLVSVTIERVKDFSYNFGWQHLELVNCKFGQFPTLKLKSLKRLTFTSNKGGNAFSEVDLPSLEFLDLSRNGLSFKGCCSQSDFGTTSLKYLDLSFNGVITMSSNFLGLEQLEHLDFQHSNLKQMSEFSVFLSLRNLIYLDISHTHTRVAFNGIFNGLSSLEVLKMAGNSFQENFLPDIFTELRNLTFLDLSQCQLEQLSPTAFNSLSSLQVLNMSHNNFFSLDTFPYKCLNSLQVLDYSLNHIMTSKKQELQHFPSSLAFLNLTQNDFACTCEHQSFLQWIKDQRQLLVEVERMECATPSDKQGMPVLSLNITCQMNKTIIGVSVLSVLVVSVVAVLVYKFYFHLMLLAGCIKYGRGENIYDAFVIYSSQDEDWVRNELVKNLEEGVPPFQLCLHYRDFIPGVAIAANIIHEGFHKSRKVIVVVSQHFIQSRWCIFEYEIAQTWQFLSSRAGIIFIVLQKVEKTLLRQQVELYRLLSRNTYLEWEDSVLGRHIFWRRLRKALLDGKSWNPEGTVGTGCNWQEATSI
# Target sequence (Q99836 whole entry, looked up): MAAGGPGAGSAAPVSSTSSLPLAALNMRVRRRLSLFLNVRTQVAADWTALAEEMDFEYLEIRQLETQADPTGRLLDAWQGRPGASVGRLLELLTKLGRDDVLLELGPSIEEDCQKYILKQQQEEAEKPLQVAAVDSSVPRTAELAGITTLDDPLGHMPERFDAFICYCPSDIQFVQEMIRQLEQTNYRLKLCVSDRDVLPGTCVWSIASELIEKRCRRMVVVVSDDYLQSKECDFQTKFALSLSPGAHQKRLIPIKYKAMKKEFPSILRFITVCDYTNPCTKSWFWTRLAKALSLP
# APP 5UTR inh: APP translation inhibition. 190,000 compounds, 0.82% hits. SH-SY5Y APP 5'UTR-luciferase reporter, luminescence. inhibition, % at 2 µM;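 active = inhibition above a set limit, derived from the sample mean plus 3 SD, cut at about 45% in these data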; note: values of inactives mirror those of a sister screen read the other way
# STAT3 activator: increases IL-6 driven STAT3 reporter signal. U3A cells, IL-6 STAT3-luciferase reporter, luminescence; 100% = signal with IL-6 EC80 alone. activation (% of control), % at 5.6 µM. 190,000 compounds, 0.91% hits. AID 871;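 active = activation above the screen-wide mean of compound activation plus 3 SD, cut at about 130% in these data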;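 note: 0% = background luminescence of wells with medium and substrate only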
#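 Material: STAT1-lacking human U3A cells, STAT3 luciferase reporter | Benchmarks: IL-6-only wells as 100% reference | Probe or stimulus: IL-6 (33 ng/mL) | Timing: Compound 1 h, then IL-6 6 h at 37 °C | Detection: Luminescence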
# Hsp70 act: Hsp70 transcriptional activation, primary screen; HeLa Hsp70 promoter luciferase reporter, luminescence; scaled: vehicle 0, proteasome-inhibitor control 100%; activation, % at 10 µM; 200,000 compounds, 0.04% hits;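 active = activation above the mean across all tested compounds plus 3 SD, cutoff set per campaign, cut at about 5.5% in these data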;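 note: 100% = MG132 at 30 µM as the positive control and 0% = DMSO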
# An asterisk follows results filed as active; . = not tested or not shown.
SMILES,Diaphorase act,STAT3 blocker,Diaphorase inh,G6PDH counter,STAT1 blocker,STAT1 act,TLR4-MyD88 BLA,APP 5UTR inh,STAT3 activator,Hsp70 act
Cn1c(N)c(C(=O)COC(=O)CCC2CCCCC2)c(=O)n(C)c1=O,0.9,3,10,-3,5,95,10,5,103,-0.4
O=C(CN1C(=O)C2CCCN2c2ncc(Cl)cc21)NCc1ccc2c(c1)OCO2 (configuration not stated),0.9,-1,13,6,-6,105,-6,2,103,-0.5
COc1ccc(Nc2nc3c(C)cccc3cc2C#N)c(OC)c1,0.9,0,11,4,5,95,-1,-4,105,-0.1
Cc1onc(-c2ccccc2)c1C(=O)N/N=C/c1ccc([N+](=O)[O-])s1,0.9,0,12,5,10,93,0,5,98,-0.5
CCOC(=O)N1CCN(C(=O)Nc2ccc3nc(-c4ccccn4)c(-c4ccccn4)nc3c2)CC1,0.5,4,48,-35,2,100,8,7,100,0.1
Fc1ccc(-n2cc(CNCCc3cccnc3)c(-c3ccccc3Cl)n2)cc1,1,0,4,21,4,94,-5,-27,103,-0.3
Cc1ccc(C)c(N2CCN(C(=O)C3CCCN(S(=O)(=O)c4c(C)[nH]c(=O)[nH]c4=O)C3)CC2)c1 (configuration not stated),0.9,-6,12,-6,2,98,-4,-28,112,-0.2
C=C(C)CSc1nnc(-c2cccc(Cl)c2)n1N,1,2,4,28,-13,112,-14,-29,105,-0.2
CCc1c(O)nc(SCc2ccccc2)n(C(C)CC)c1=O (configuration not stated),1,10,5,2,-7,107,2,-4,99,0.3
CCCc1nnc(NC(=O)CN2CCN(C)CC2)s1,0.9,-6,8,5,0,101,9,19,105,-0.4
COc1ccc2[nH]cc(CCNC(=S)NCCc3ccccc3)c2c1,0.8,10,24,8,1,98,-3,8,94,0.0
Cc1noc(NC(=O)c2ccc(Cl)cc2)c1Cl,1,21,-1,-1,-24,120,-7,-10,85,0.2
CCOC(=O)c1ccc(-n2c(CN3CCC(C(N)=O)CC3)nc3ccc([N+](=O)[O-])cc3c2=O)cc1,0.9,11,15,1,-6,106,-13,5,91,-0.1
Cc1c(C(=O)N2CCOCC2)sc2ncnc(N3CCc4ccccc4C3)c12,0.9,1,11,0,7,94,6,-1,102,0.4
CCOC(=O)C1=C(C)NC(C)=C(C(=O)OCC)C1C(=O)OCC(=O)N1c2ccccc2CC1C (configuration not stated),0.9,7,10,4,-3,105,7,-17,94,0.4
CCc1nc2ccc(C(=O)Nc3ccc(NC(C)=O)cc3)cc2nc1CC,0.9,6,10,-6,-1,101,2,7,97,-0.5
Cc1cccc(N2C(=O)c3cccc4c(N(C)CCO)ccc(c34)C2=O)c1,0.7,9,29,10,-3,102,10,3,95,0.2
CC(C)(C)CC(=O)Nc1ccc(C(N)=O)cc1,1,1,2,6,-8,108,-8,-3,103,0.2
O=C(CN1C(=O)NC2(CCCCCC2)C1=O)Nc1ccc2c(c1)CCC2,0.9,-32,13,3,-18,115,-17,-26,127,0.1
CN(C)S(=O)(=O)N1CCc2ccccc2C1,0.8,6,16,7,-7,106,5,-6,97,-0.5
CCCC(=O)N1CCC(O)(c2cccc(F)c2)CC1,1,1,-3,8,9,90,-13,-14,109,0.0
CC(C)N(C(=O)Cn1cc(SCC(N)=O)c2ccccc21)C(C)C,0.9,-2,8,5,-4,102,-8,-12,104,-0.4
CCOC(=O)CSc1nc2cc(C(=O)NCC3CCCO3)ccc2c(=O)n1Cc1ccco1 (configuration not stated),0.9,6,11,8,2,98,-16,-14,96,0.3
Cc1nn(C)c(C)c1NC(=O)CN1CCC(O)(c2ccc3c(c2)OCO3)CC1,1,5,-4,6,-10,109,-5,-11,100,0.0
O=C(O)c1cc(-c2cccc([N+](=O)[O-])c2)n[nH]1,0.9,9,14,5,-8,106,4,2,98,0.0
# New compounds follow.
SMILES,Diaphorase act,STAT3 blocker,Diaphorase inh,G6PDH counter,STAT1 blocker,STAT1 act,TLR4-MyD88 BLA,APP 5UTR inh,STAT3 activator,Hsp70 act
Cc1nc(/C(N)=N/OC(=O)Cc2ccccc2)no1,1,7,2,2,4,96,14,-1,99,-0.4
O=S(=O)(c1ccccc1)N1CCC(O)(CSc2ccccc2)CC1,1.1,6,-12,6,12,89,5,17,97,-0.1
O=C(Cn1cnc2ccccc21)N/N=C/C(Br)=C/c1ccccc1,1,19,-2,-19,13,88,0,3,81,-0.1
O=C(CSc1nnc(CNC(=O)c2ccccc2F)o1)c1ccccc1,0.8,-4,18,-20,0,99,6,7,103,0.1
Cn1cc([N+](=O)[O-])c(C(=O)Nc2ccc(Br)cn2)n1,0.9,32,12,5,6,94,13,-3,76,0.0
Cc1nn(C)c(C)c1S(=O)(=O)N(CC(=O)N1CCc2ccccc21)c1ccc(C(C)C)cc1,1,1,3,3,4,96,1,-1,103,-0.1
Cc1cc2ncn(C(=O)c3ccc4c(c3)OCO4)c2cc1C,1,8,-1,15,-2,102,12,0,99,0.1
COC(=O)c1cc(C(=O)OCC(=O)NCc2ccc3c(c2)OCO3)cc([N+](=O)[O-])c1,0.9,6,10,-1,11,91,-2,-1,94,-0.3
Cc1cccc2c1[nH]c1nc(N/N=C\c3ccco3)nnc12,0.9,26,8,-34,-6,106,-5,-12,80,-0.1
COc1ccc(CNC(=O)CCSCc2ccccc2C)cc1,0.9,7,12,14,4,95,14,-36,100,-0.1
Cc1cccc(/C=N/n2c(-c3ccncc3)n[nH]c2=S)c1,0.6,4,38,10,2,98,-2,6,97,-0.4
CC1CCCC(NC(=S)NC(=O)c2ccccc2Br)C1C (configuration not stated),0.9,-2,10,16,-15,113,-19,-2,104,-0.3
CCn1c(COc2ccc(=O)n(-c3ccccc3)n2)nnc1SCC(=O)OC,0.9,-9,12,5,9,91,-3,-12,107,0.2
CSc1nc(NC(C)(C)C)nc(Oc2ccc(=O)n(C)n2)n1,0.9,3,6,2,5,96,-6,-16,101,-0.1
Cn1c(NCCCO)nc2c(c1=O)C1(CCCCC1)Cc1ccccc1-2,0.7,4,26,14,4,96,-16,-9,100,-0.4
Cc1ccc(S(=O)(=O)c2nc(-c3ccccc3)oc2NCc2cccnc2)cc1,0.6,9,40,1,-4,104,8,6,98,-0.5
O=C1C=C(c2ccccc2)C(O)(c2ccccc2)C1 (configuration not stated),0.9,6,15,8,7,94,12,-11,100,-0.3
Cc1cc2cc(CN(CCN(C)C)C(=S)NCc3ccco3)c(=O)[nH]c2cc1C,1,2,5,5,3,96,1,-10,101,-0.4
C/C(=N\NC(=O)CC1N=C(Cc2ccccc2)NNC1=O)c1ccc(Cl)cc1Cl (configuration not stated),0.9,11,10,-2,4,97,0,16,94,0.2
Cc1nc([N+](=O)[O-])c(Sc2nc3ccccc3[nH]2)n1Cc1ccccc1,0.8,16,23,4,18,84,3,13,86,-0.2
COc1ccc(-c2[nH]ncc2Oc2ccccc2OC)c(O)c1,0.8,4,20,6,-3,103,-6,2,99,-0.2
C=CCc1cc(Cl)ccc1OCCNCCCOC,0.8,24,20,4,0,100,13,0,85,-0.1
O=C(CCn1c(=O)[nH]c2ccccc2c1=O)N1CC=C(c2ccccc2)CC1,1,4,-1,3,-1,99,-4,-5,98,0.0
CC(C)(C)N=Cc1cc(-c2ccccc2)sc1O,0.8,0,23,-1,-45,138*,-1,.,100,0.7
O=C(Nc1nnc(C(F)(F)F)s1)C1COc2ccccc2O1 (configuration not stated),0.9,2,11,-1,7,93,-7,-3,99,-0.2

# Brought forward from above: 3 compounds; new compounds follow.
SMILES,Diaphorase act,STAT3 blocker,Diaphorase inh,G6PDH counter,STAT1 blocker,STAT1 act,TLR4-MyD88 BLA,APP 5UTR inh,STAT3 activator,Hsp70 act
O=C(CCn1c(=O)[nH]c2ccccc2c1=O)N1CC=C(c2ccccc2)CC1,1,4,-1,3,-1,99,-4,-5,98,0.0
CC(C)(C)N=Cc1cc(-c2ccccc2)sc1O,0.8,0,23,-1,-45,138*,-1,.,100,0.7
O=C(Nc1nnc(C(F)(F)F)s1)C1COc2ccccc2O1 (configuration not stated),0.9,2,11,-1,7,93,-7,-3,99,-0.2
CCn1c(SCC(=O)N/N=C/c2ccc(C)o2)nnc1-c1ccc(C(C)(C)C)cc1,0.8,6,16,5,2,98,14,-4,96,-0.5
O=C(O)C1C2C=CC(C2)C1C(=O)NCCCc1ccccc1 (configuration not stated),0.9,-5,5,7,-3,103,-12,-4,102,0.0
CC1CCCC/C1=N\Nc1ccc(S(N)(=O)=O)cc1[N+](=O)[O-] (configuration not stated),0.8,-1,17,9,6,94,-3,-15,109,0.1
Cc1ccc(C(=O)NC(=S)Nc2ccc(-c3ccc(CO)o3)cc2)cc1,0.8,7,23,-4,64*,41,1,-15,95,-0.2
COc1ccc(S(=O)(=O)Nc2ccc(N3CCOCC3)nc2)cc1,1.2,11,-16,-2,2,97,7,16,97,-0.1
CCCCC(=O)Nc1ccc2c(c1)OCCO2,0.9,-2,7,17,-21,119,7,-36,105,-0.1

# Whole records, looked up by structure. Screens in order: Diaphorase act | STAT3 blocker | Diaphorase inh | G6PDH counter | STAT1 blocker | STAT1 act | TLR4-MyD88 BLA | APP 5UTR inh | STAT3 activator | Hsp70 act
# O=C(O)C1C2C=CC(C2)C1C(=O)NCCCc1ccccc1 (configuration not stated) is listed with 0.9 | -5 | 5 | 7 | -3 | 103 | -12 | -4 | 102 | 0.0
# CC1CCCC/C1=N\Nc1ccc(S(N)(=O)=O)cc1[N+](=O)[O-] (configuration not stated) is listed with 0.8 | -1 | 17 | 9 | 6 | 94 | -3 | -15 | 109 | 0.1
# CCCCC(=O)Nc1ccc2c(c1)OCCO2 is listed with 0.9 | -2 | 7 | 17 | -21 | 119 | 7 | -36 | 105 | -0.1

# Screening results: PubChem BioAssay, several laboratories
